Source: PubChem (SRMLSC)
MRP reversal: compounds reversing MRP-mediated drug resistance; differential viability (reversal), % at 10 µM; H69AR cells + 2 uM doxorubicin, CellTiter-Glo, 72 h; 0.04% of 85,000 active; AID 602;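 active = viability drop by adding the cancer drug above about 55%, with treated viability meeting a 40% cutoff, limit read from the data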;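 also: viability without doxorubicin minus viability with 2 µM doxorubicin for each compound; larger differential means the compound sensitizes cells more to doxorubicin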
MRP reversal cytotoxicity: second read-out of MRP reversal, no call of its own (marks repeat the call); viability, %; H69AR cells, CellTiter-Glo, 72 h; measured here: cytotoxicity without doxorubicin
MRP reversal with doxorubicin: recorded beside MRP reversal, whose call it bears; viability, %; measured here: viability with 2 uM doxorubicin; stronger effect = lower value
* = called active by the depositor.

`CCn1cc(C(=O)O)c(=O)c2cc(F)c(N3CCNCC3)nc21` gave MRP reversal -3, MRP reversal cytotoxicity 88 and MRP reversal with doxorubicin 91.
`C[C@@H]1C[C@H]2[C@@H]3C[C@H](F)C4=CC(=O)C=C[C@]4(C)[C@@]3(F)[C@@H](O)C[C@]2(C)[C@@]1(O)C(=O)COC(=O)C(C)(C)C` gave MRP reversal -11, MRP reversal cytotoxicity 46 and MRP reversal with doxorubicin 57.
`CCCCOc1ccc(CC(=O)NO)cc1` gave MRP reversal -8, MRP reversal cytotoxicity 5 and MRP reversal with doxorubicin 12.

2 entries drawn at random from the list so far, as already listed:
`C[C@@H]1C[C@H]2[C@@H]3C[C@H](F)C4=CC(=O)C=C[C@]4(C)[C@@]3(F)[C@@H](O)C[C@]2(C)[C@@]1(O)C(=O)COC(=O)C(C)(C)C` gave MRP reversal -11, MRP reversal cytotoxicity 46 and MRP reversal with doxorubicin 57.
`CCCCOc1ccc(CC(=O)NO)cc1` gave MRP reversal -8, MRP reversal cytotoxicity 5 and MRP reversal with doxorubicin 12.

This is a subset. The share of hits here may be higher or lower than overall.
